High-throughput results: PubChem BioAssay, Fisher Drug Discovery Resource Center
mcGAS RapidFire – mouse cGAS inhibition by mass spec. recombinant mouse cGAS, cGAMP by RapidFire MS. inhibition, % at 12.5 µM. 130,000 tested, 0.18% active. AID 1259397;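 active means inhibition of cGAS enzyme activity at or above 60%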;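 further: enzyme stimulated by 45 bp dsDNA with ATP and GTP substrates; cGAMP share of summed cGAMP plus half ATP and half GTP signals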
Target sequence (Q8C6L5 whole entry, looked up): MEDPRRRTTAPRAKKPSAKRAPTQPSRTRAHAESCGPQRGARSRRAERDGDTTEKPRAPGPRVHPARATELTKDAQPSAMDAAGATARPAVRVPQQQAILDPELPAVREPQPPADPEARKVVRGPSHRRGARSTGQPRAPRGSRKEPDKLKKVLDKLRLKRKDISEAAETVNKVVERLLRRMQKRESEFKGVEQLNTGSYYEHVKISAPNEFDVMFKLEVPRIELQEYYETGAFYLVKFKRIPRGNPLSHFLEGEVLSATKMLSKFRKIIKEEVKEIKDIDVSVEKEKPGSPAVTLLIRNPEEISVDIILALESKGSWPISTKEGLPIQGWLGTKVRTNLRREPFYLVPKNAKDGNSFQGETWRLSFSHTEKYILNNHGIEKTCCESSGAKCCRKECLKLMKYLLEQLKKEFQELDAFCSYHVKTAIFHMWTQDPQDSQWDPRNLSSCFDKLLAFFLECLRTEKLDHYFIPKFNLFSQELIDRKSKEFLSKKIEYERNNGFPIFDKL
Starred values were filed as active, the others as inactive; & = joins results of further samples. Only part of the results is shown; count on the stated rates, not on these rows.

SMILES	mcGAS RapidFire
CC(Cn1ccnc1)NC(=O)Cc1ccc(Br)s1 (stereo unspecified)	-9
CC(NC(=O)c1cc(C2CC2)on1)c1cc(Cl)ccc1Cl (stereo unspecified)	-12
CCOC(=O)Cc1ccc(Br)c(F)c1	-4
Cc1noc(C)c1CN1CCN(C(=O)NC(C)c2ccc(F)cc2)CC1 (stereo unspecified)	-10
CCC1CN(C(=O)CN(Cc2cscn2)c2ccccc2)CCO1 (stereo unspecified)	-2
CCOC(=O)N1CCN(C2CCCN(C(=O)Cn3cnnn3)C2)CC1 (stereo unspecified)	3
CCn1ccnc1CN1CCCC(CCC(=O)NCc2ccc(OC)cc2OC)C1 (stereo unspecified)	3
COc1cc(NC(=O)N(C)Cc2ccccc2Cl)cc(OC)c1	-3
CC(C)(C)OC(=O)N1CCCCC1C(=O)NC1CCS(=O)(=O)C1 (stereo unspecified)	-6
CC(=O)NCCNC(=O)c1nnc2n1CCN(C(=O)c1cc(C)on1)C2	-3
COc1cc(C)ccc1CNC(=O)c1c(C)nc(C(C)C)[nH]c1=O	3
O=c1[nH]nc(CCNc2ccc3ccc(F)cc3n2)[nH]1	-34
C=CCn1c(=O)c2c(nc3n(C(C)C)c(C)c(C)n23)n(C)c1=O	-3
CCOC(=O)C1=C(C)C2C(=O)NC(CN3CCc4cc(OC)c(OC)cc4C3)=NC2S1 (stereo unspecified)	3
Cc1cc(C)c(CNC(=O)NC(c2nccn2C)C(C)C)c(=O)[nH]1 (stereo unspecified)	2
CC(=O)c1c(-c2ccccc2)nc2nonc2c1N=CN(C)C	4
CCCC(C)NC(=O)Nc1c(C)cc(C)cc1Cl (stereo unspecified)	-12
Oc1oc(-c2cccc3ccccc23)nc1C=Nc1cccc(Cl)c1	0
CS(=O)(=O)c1ccccc1N1CCC2(CCOC2)C1 (stereo unspecified)	1
COCC(=O)NCCCn1nc(-c2cccnc2)ccc1=O	-10
O=C(OCc1nc(-c2cccnc2)no1)c1cc(Br)c[nH]1	-4
Cc1ccc(CN(C)C(=O)Cn2nnnc2C)o1	-14
CCOC(=O)CSc1nc(-c2cc3c(cc2Cl)OCO3)[nH]c1-c1ccccc1	-12
FC(F)(F)c1nc(N2CCCCC2)nc2c1CCCCC2	14
CCCOC(=O)N1CCCn2nc(-c3nc4ccc(OC)cc4[nH]3)cc2C1	1
CNC(=O)c1cccc(NC(=O)c2cc(Cl)ccc2OC)c1	-10
Cc1cn2c3c(=O)n(CCN4CCOCC4)c(=O)n(C)c3nc2n1-c1ccccc1Cl	-3
CC(OC(=O)CCC(=O)N1CCC(c2ccccc2)=N1)C(=O)Nc1ccc2[nH]c(=O)[nH]c2c1 (stereo unspecified)	-5
COc1cccc(Oc2cc(C(F)(F)F)nc(SCc3cccc(Cl)c3)n2)c1	-2
CSc1ccccc1C(=O)Nc1cc(C2CC2)nn1-c1nc(C)cc(=O)[nH]1	-6
COc1ccc2oc(=O)c(-c3csc(Nc4ccc(Cl)cc4Cl)n3)cc2c1	0
CC(=O)N1CCN(c2ccc(OC[C@H]3CO[C@](Cn4ccnc4)(c4ccc(Cl)cc4Cl)O3)cc2)CC1	4&8
CC(C)C(C)NC(=O)c1ccc(Br)c(S(C)(=O)=O)c1 (stereo unspecified)	-3&1
CC(OC1CCCC1)C(=O)OC(c1nccn1C)C(C)C (stereo unspecified)	1
O=C(O[C@@H]1Cc2c(O)cc(O)cc2O[C@@H]1c1cc(O)c(O)c(O)c1)c1cc(O)c(O)c(O)c1	14&59
O=c1c(C=Nc2ccccn2)c(C(F)(F)F)[nH]n1-c1ccccc1	2
CCN(CC)CCn1c2ccccc2n2nc(C)c(C(C)=O)c12	-34
CCN(Cc1ccncc1)S(=O)(=O)c1cccc(Br)c1	-8
CCn1cnc2c(nnn2CC)c1=O	-5
CC(C)NC(=O)NC(=O)COC(=O)c1cc2c(Cl)cccc2s1	-14

In a second layout: results already given.
COc1cccc(Oc2cc(C(F)(F)F)nc(SCc3cccc(Cl)c3)n2)c1
  mcGAS RapidFire: -2

CSc1ccccc1C(=O)Nc1cc(C2CC2)nn1-c1nc(C)cc(=O)[nH]1
  mcGAS RapidFire: -6

COc1ccc2oc(=O)c(-c3csc(Nc4ccc(Cl)cc4Cl)n3)cc2c1
  mcGAS RapidFire: 0

CC(=O)N1CCN(c2ccc(OC[C@H]3CO[C@](Cn4ccnc4)(c4ccc(Cl)cc4Cl)O3)cc2)CC1
  mcGAS RapidFire: 4&8

Other structures.
SMILES	mcGAS RapidFire
Cc1sc2nc(Cc3csc(C(C)C)n3)[nH]c(=O)c2c1C	-2
O=C1CCC2(O1)OC(=O)c1ccccc12 (stereo unspecified)	-12
Cn1cc(NC(=O)c2ccccc2Sc2ccc(S(C)(=O)=O)cc2)cn1	-10
CCn1c(C2CCN(Cc3cnc(N4CCCCC4)nc3)CC2)n[nH]c1=O	14
COc1ccc(CN2CCC(CO)(CCCc3ccccc3)CC2)c(F)c1	-10&-4
CN(C)CCN(CC1CCCN(Cc2ccccc2F)C1)C(=O)c1ccsc1 (stereo unspecified)	-9
O=S(=O)(c1cccs1)N1CCN(S(=O)(=O)c2ccc(F)c(F)c2F)CC1	-1
COC(=O)c1ccc(Cn2c(C)c(C(=O)NCc3ccc([N+](=O)[O-])cc3)sc2=O)o1	-2
Cc1ccccc1-c1noc(-c2ccc(NCc3ccccn3)nc2)n1	-9
COc1ccc(N2C(=O)NC(c3cccs3)C(C(=O)OC(C)C)=C2C)cc1 (stereo unspecified)	-2
COc1ccc2n[nH]c(CN(C)Cc3ccc(-n4cccn4)cc3)c2c1	-13
CC(C)NC(=O)CN(C)Cc1sc2ccccc2c1Cl	-5
Cc1nc2ccccc2n1CCC(=O)N1CCn2c(C(N)=O)cnc2C1	-11
O=C(NCCc1ccc(Cl)cc1)c1cccc(OC(F)F)c1	4
CN1CC(C(=O)NC2(c3nccs3)CCCC2)CC1=O (stereo unspecified)	-15
Cc1cn2c3c(=O)n(Cc4ccccc4Cl)c(=O)n(C)c3nc2n1CCCN(C)C	-12
COc1ccc2nc(N(CC3CCCO3)C(=O)C3CCCN3S(C)(=O)=O)sc2c1 (stereo unspecified)	7
Cn1c(=O)c2c(nc(CN3CCCCC3)n2Cc2cccc3ccccc23)n(C)c1=O	-3
Cn1cc(CN2CCCC(CNC(=O)c3cccs3)C2)c(-c2ccccc2)n1 (stereo unspecified)	-3
O=C(CCn1cnc2ccccc2c1=O)N1CCC2(CCCN(Cc3ccccc3F)C2)C1 (stereo unspecified)	1

Some values from above.
`CCn1c(C2CCN(Cc3cnc(N4CCCCC4)nc3)CC2)n[nH]c1=O` @ mcGAS RapidFire: 14
`CC(C)NC(=O)CN(C)Cc1sc2ccccc2c1Cl` @ mcGAS RapidFire: -5

The listing picks up, starting 2 compounds before the break.
SMILES	mcGAS RapidFire
Cn1cc(CN2CCCC(CNC(=O)c3cccs3)C2)c(-c2ccccc2)n1 (stereo unspecified)	-3
O=C(CCn1cnc2ccccc2c1=O)N1CCC2(CCCN(Cc3ccccc3F)C2)C1 (stereo unspecified)	1
Cc1nn(C)cc1CNC(=O)c1cnn2c(C(F)F)cc(C3CC3)nc12	-3
CC(C)c1ccc(CNc2nc(NCC3CC3)nc3ccsc23)cc1	6
C=CCNC(=O)CN1CCN(C(=O)c2oc3ccc(OC)cc3c2C)CC1	-5
Cn1cc(C2CC2C(=O)NCC2(C(N)=O)CCOCC2)cn1 (stereo unspecified)	-3
O=S(=O)(NCc1ccccc1)N1CCN(Cc2ccc3c(c2)OCO3)CC1	7
CCC1=[N+]([O-])C(c2ccccc2)N(O)C1(C)C (stereo unspecified)	-2
CC(CO)CSC(C)c1ccc(C#N)cc1 (stereo unspecified)	-11
CCc1ccc(C(C)NC(=O)C(C)N=C2NS(=O)(=O)c3ccccc32)cc1 (stereo unspecified)	-5
C=CCNc1oc(COc2ccc(F)cc2)nc1C#N	9
Cc1cccc2c1N(C(=O)c1ccc(S(=O)(=O)N3CCCCC3)cc1)CCC2	-3
COc1cn(-c2ccccc2)nc1C(=O)Nc1ccncc1	-1
COC(=O)c1[nH]ncc1CN(C)Cc1cnn(-c2ccc(F)cc2)c1	-4
Cc1cc2nc(NCc3ccccn3)c3ccccc3n2n1	-7
CCn1c(C)cc(O)c(C(c2cccnc2)N2CCN(c3ccccc3)CC2)c1=O (stereo unspecified)	-14
CC(Cc1cccs1)Nc1ccnc(C(=O)NCc2cccnc2)c1 (stereo unspecified)	-18
CCCCn1c(N)c(NCCC(C)C)c(=O)[nH]c1=O	-7
CC(C)CC(=O)N[C@H](C(=O)N[C@H](C(=O)N[C@@H](CC(C)C)[C@@H](O)CC(=O)N[C@@H](C)C(=O)N[C@@H](CC(C)C)[C@@H](O)CC(=O)O)C(C)C)C(C)C	3
C[C@H](C(=O)N[C@H](CO)c1ccccc1)N1Cc2ccc(N3CCOCC3)nc2C1=O	4
O=C(NC1CC1)c1ccc(NC(=O)c2ccc(F)cc2Br)cc1	-7
CCOC(=O)c1c(CSC2=NC(C)=C(C(C)=O)C(CC(C)C)C2C#N)oc2ccc(O)cc12 (stereo unspecified)	10
CC(=O)N1CCCN(C(=O)NC(C)c2nncn2C)CC1 (stereo unspecified)	-4
Cc1noc(C)c1CNC(=O)N(C)C(C)c1ccccc1F (stereo unspecified)	-4
Cc1ccc2nc(C)c(NC(=O)c3c(F)cccc3F)c(=O)n2c1	10
CC(=O)Nc1cccc(NC(=O)CSc2ncc(CO)n2CC(=O)NC(C)C)c1	2
CCCn1nc(C)c(CNc2ccc(Br)cc2)c1C	-11
COc1ccc(CN2CCN(C(=O)c3cc(C)c(C)c(S(N)(=O)=O)c3)CC2)cc1	-1
COc1cc(C)cc2c1OCCC2NC(=O)Nc1ccccc1 (stereo unspecified)	-10
COc1cccc(CCNc2ncnc3c2nnn3C)c1	-7
Cc1ccc(F)cc1NCC(=O)Nc1ccccc1Cl	-15
COCc1nc(C)cc(NCc2ccc(-c3ccn[nH]3)cc2)n1	-2
CC(=O)N1CCC(N(C)Cc2snnc2C)CC1	-18
Cc1ccccc1C(c1ncccc1C)N(C)C(=O)C1CCN(CCc2ccc(Br)cc2)CC1 (stereo unspecified)	-5
Cc1n[nH]c(C)c1CN(C)Cc1cn(C)nc1-c1ccc(C2CCCCC2)cc1	-4
COC(=O)[C@@H]1C[C@@H](NC(=O)c2cc(C(C)C)[nH]n2)CN1C	-15
CCCCCn1c(NC)nc2c1c(=O)[nH]c(=O)n2C	0
CCOC(=O)C1(C)CCN1C(=O)c1ccccc1OC (stereo unspecified)	-7
CC(C)(C)CN1CC(NC(=O)c2cc(=O)[nH]c3ccc(F)cc23)CC1=O (stereo unspecified)	-14
CC(C)N1CCC(C)(C(=O)Nc2nccc3ccccc23)C1 (stereo unspecified)	-5
NCCSCc1ccsc1	16
Cc1nc(-c2ccc(F)cc2)sc1C(=O)N1CSCC1C(=O)NCCC(C)C (stereo unspecified)	2

Reprinted at random: 6 compounds from above, in no set order.
SMILES	mcGAS RapidFire
CCCC(C)NC(=O)Nc1c(C)cc(C)cc1Cl (stereo unspecified)	-12
C=CCNC(=O)CN1CCN(C(=O)c2oc3ccc(OC)cc3c2C)CC1	-5
COc1ccc(CN2CCC(CO)(CCCc3ccccc3)CC2)c(F)c1	-10&-4
CC(=O)NCCNC(=O)c1nnc2n1CCN(C(=O)c1cc(C)on1)C2	-3
Cc1nc2ccccc2n1CCC(=O)N1CCn2c(C(N)=O)cnc2C1	-11
CC(=O)Nc1cccc(NC(=O)CSc2ncc(CO)n2CC(=O)NC(C)C)c1	2

More records.
SMILES	mcGAS RapidFire
O=C(C1CCN(S(=O)(=O)c2ccccc2)CC1)N(Cc1c(F)cccc1Cl)C1CC1	-6
Cc1cccc(NC(=O)CCn2cc(Br)ccc2=O)c1C	-11
Cc1cc(C)nc(N=C(NC(=O)COc2ccc(Cl)cc2)Nc2ccccc2)n1	-3
Cc1cccc(N2CCC(NCCSc3ncn[nH]3)CC2)c1	-26
Cc1cccc2c3c4n(c12)CC1COC4(CCC3)O1 (stereo unspecified)	-6
O=C(O)C1CCCN1c1nc(Cc2ccc(Cl)cc2)ns1 (stereo unspecified)	-2
O=C(Cc1ccc(NS(=O)(=O)c2cc(F)ccc2F)cc1)N1CCOCC1	-2
CC1CCC(NC(=O)OC(C)(C)C)(C(=O)N2CC(C)OC(C)(C)C2)CC1 (stereo unspecified)	-4
Cc1ccsc1CNc1ccccc1C(=O)N1CCN2CCCC2C1 (stereo unspecified)	-19
COC(=O)C(C)C(N)c1ccccc1 (stereo unspecified)	4
Cc1cnc(CNC(=O)CC2C(=O)NCCN2Cc2cccc(F)c2F)cn1 (stereo unspecified)	-1
CN(Cc1cccc(C#N)c1)C(=O)c1cccnc1Nc1cccc(F)c1	-6
O=C(CSc1nc2c(cnn2CCO)c(=O)[nH]1)Nc1ccc(C(F)(F)F)cc1	-29
CN(C(=O)CSc1nnc(C2CC2)n1C1CC1)C1(C#N)CCCCC1	-6
O=C(NCC1CCC1)c1ccc(CN2CCSCC2)cc1	-5
Cc1nc(C2CN(C(C)C(=O)Nc3ncc(C)s3)CCO2)n[nH]1 (stereo unspecified)	8
COc1ccc(-c2[nH]nc3c2C(c2ccoc2)C(C#N)C(=N)O3)cc1 (stereo unspecified)	-4
CCn1c(O)c(N=NC(=O)c2ccccc2)c2ccccc21	9
c1ccc(-c2nnc3n2CCN(Cc2cc4n(n2)CCNC4)CC3)cc1	2
COCCn1c(C)cn2c3c(=O)n(Cc4ccc(Br)cc4)c(=O)n(C)c3nc12	-3
C(=C\c1ccccc1)/CN1CCC(n2cc(C3CCCC3)nn2)CC1	-5
Cc1nn(C)c2ncc(S(=O)(=O)N3CCCC3c3ccc[nH]3)cc12 (stereo unspecified)	-4
CC(=O)N1CCC(C(=O)NC(CC(C)C)c2ncnn2C)CC1 (stereo unspecified)	-12
Cc1ccc2[nH]c(CNC(C)c3ccc4c(c3)OCCCO4)nc2c1C (stereo unspecified)	-7
C=CCN(Cc1ccc(C)s1)C(=O)CCNS(C)(=O)=O	-15
O=c1c2ccccc2nc2sc3ccccc3n12	-23
CCOc1ccc(C2=NOC(C)C(=O)N2Cc2cc(OC)cc(OC)c2)cc1 (stereo unspecified)	-18
Cc1cc(=O)[nH]c2sc(C(=O)Nc3ccc(Br)cc3)c(N)c12	24
NC(=O)C1CCN(C(=O)CCc2ccc(F)c(F)c2)CC1	4
N#Cc1ccc(C2Oc3ccccc3C3CC(c4ccc5c(c4)OCCO5)=NN32)cc1 (stereo unspecified)	-10
